Screening results: PubChem, several laboratories
TLR9-MyD88 inh – inhibitors of human TLR9-MyD88 binding. CHO BLA complementation TLR9-MyD88, CCF4 FRET ratio. inhibition, % at 4.98 µM. AID 504734. hit rate 0.21% among 340,000. Q9NR96+Q99836;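 active = inhibition above the mean over all tested compounds plus 3 SD, cut at about 21% in these data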;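 also: 0% = DMSO only wells and 100% = clavulanate BLA inhibitor control wells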
COUP-TFII inh – NR2F2 (human) inhibition, primary screen. HEK293T NGFI-A luciferase reporter, luminescence. inhibition, % at 8.6 µM. hit rate 0.7% among 370,000. AID 686940;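 active = inhibition above a per-plate cutoff, mean inhibition of test wells between control levels plus 3 SD, cut at about 38% in these data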;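 also: cells cotransfected with COUP-TFII expression vector driving the NGFI-A reporter; 0% = median of COUP-TF2 test wells and 100% = reporter-only cells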
Target sequence (P24468 whole entry, looked up): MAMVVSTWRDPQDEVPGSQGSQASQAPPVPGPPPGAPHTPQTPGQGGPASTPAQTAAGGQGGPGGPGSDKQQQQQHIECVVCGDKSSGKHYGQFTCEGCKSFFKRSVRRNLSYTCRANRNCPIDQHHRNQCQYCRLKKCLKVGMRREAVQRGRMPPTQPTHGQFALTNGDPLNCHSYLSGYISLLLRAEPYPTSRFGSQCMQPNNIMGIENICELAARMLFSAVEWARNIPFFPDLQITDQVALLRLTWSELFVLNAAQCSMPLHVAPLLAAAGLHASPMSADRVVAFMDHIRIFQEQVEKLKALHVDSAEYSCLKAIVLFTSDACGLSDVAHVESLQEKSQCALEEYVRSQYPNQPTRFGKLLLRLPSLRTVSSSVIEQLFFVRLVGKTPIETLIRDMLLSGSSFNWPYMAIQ
TROY signal inh – inhibitors of TROY-dependent NF-kB signaling; Q293 LMP1-TROYcd NF-kB luciferase reporter, 4 h; inhibition, % at 10 µM; hit rate 0.98% among 360,000; AID 1347056;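 active = compounds whose plate-normalised and pattern-corrected inhibition of the luciferase reporter signal at the single screening dose is 50% or more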
TRAIL sens C8 – caspase-8 TRAIL sensitization | NB7+C8 cells + TRAIL, ATPlite viability luminescence | inhibition (viability loss, TRAIL sensitization), % at 10 µM | hit rate 1% among 360,000 | AID 624354;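 active = compounds causing at least 50% loss of cell viability in the single-dose screen, relative to plate controls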
SRC1 inh – inhibits human SRC1 coactivator | inhibition, % at 3.6 µM | Q15788 | HEK293 GAL4-SRC1 luciferase reporter, luminescence | hit rate 0.12% among 360,000;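 active = inhibition above the campaign mean plus 3 SD, with each screening campaign given its own cutoff, cut at about 60% in these data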;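 also: 0% = DMSO treated cells and 100% = gossypol at 36 µM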
NOD2 RIPK2 PPI – inhibitors of human NOD2-RIPK2 interaction | O43353 | hit rate 0.38% among 360,000 | inhibition, % at 4.98 µM | CHO BLA complementation NOD2-RIPK2, CCF4 ratio; in the data active = inhibition above about 21%;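 also: 0% = vehicle only and 100% = reference blocker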
SRC3 inh – human NCOA3 inhibition; hit rate 0.17% among 360,000; inhibition, % at 3.6 µM; Q9Y6Q9; AID 588352; HEK293 GAL4-SRC3 luciferase reporter, luminescence;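 active = inhibition above a per-campaign cutoff, the mean of all compounds plus 3 SD, cut at about 60% in these data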;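 also: 0% = DMSO-treated cells and 100% = gossypol-treated cells at 36 µM; higher means less SRC3-driven luciferase light from the GAL4 reporter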
LMP1 NFkB inh – inhibitors of Epstein-Barr LMP1-induced NF-kappaB reporter; AID 504558; inhibition, % at 12.5 µM; LMP1-induced NF-kappaB luciferase reporter cells, luminescence; hit rate 0.69% among 350,000; in the data active = inhibition above about 41%; inconclusive = no clear call, values can overlap the other calls;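 also: 0% = neutral control wells and 100% = reference inhibitor control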
SRC2 inh – inhibits human steroid receptor coactivator 2; HEK293 GAL4-SRC2 luciferase reporter, luminescence; hit rate 0.17% among 370,000; Q15596; inhibition, % at 9 µM;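 active = inhibition above the mean inhibition of all tested compounds plus 3 SD, set per campaign, cut at about 52% in these data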;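 also: 0% = DMSO treated cells and 100% = cells given Gossypol at 36 µM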
LRH-1 inv ag – suppresses constitutive activity of human LRH-1. O00482. HEK293T StAR-luciferase reporter, LRH-1 transfected, 24 h. inhibition, % at 3.6 µM. hit rate 0.13% among 360,000. AID 602396;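 active = inhibition above the mean inhibition of all tested compounds plus 3 SD, cut at about 73% in these data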;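 also: 0% = DMSO wells and 100% = reporter-only cells lacking LRH-1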
Target sequence (O00482 whole entry, looked up): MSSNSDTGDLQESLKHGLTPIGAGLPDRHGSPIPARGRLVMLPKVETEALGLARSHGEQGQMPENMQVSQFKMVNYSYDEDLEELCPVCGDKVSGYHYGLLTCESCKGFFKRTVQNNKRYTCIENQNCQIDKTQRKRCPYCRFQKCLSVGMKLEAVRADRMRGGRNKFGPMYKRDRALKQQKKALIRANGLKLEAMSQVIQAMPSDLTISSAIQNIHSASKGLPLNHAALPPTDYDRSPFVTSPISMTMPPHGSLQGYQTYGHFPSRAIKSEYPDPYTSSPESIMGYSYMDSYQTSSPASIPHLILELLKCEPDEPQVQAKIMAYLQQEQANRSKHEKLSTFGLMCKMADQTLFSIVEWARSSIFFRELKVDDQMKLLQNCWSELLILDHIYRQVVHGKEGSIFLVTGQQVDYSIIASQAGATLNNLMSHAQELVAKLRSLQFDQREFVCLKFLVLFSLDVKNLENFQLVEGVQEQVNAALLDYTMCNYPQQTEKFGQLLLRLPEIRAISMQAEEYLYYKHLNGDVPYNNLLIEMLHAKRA
Vif inh – HIV Vif inhibition; AID 602346; inhibition, % at 7.49 µM; HEK293T cells, Vif self-association by quenched fluorescence, imaging, 24 h; hit rate 0.35% among 340,000; in the data active = inhibition above about 50%, passing the limit was not always enough; inconclusive = no clear call, values can overlap the other calls; inactive = below about 31%; also: some results filed as inactive read as strong as hits
An asterisk follows results filed as active; ? = inconclusive; nt = not tested or not shown. Some of the compounds tested; count on the stated rates, not on these rows.

SMILES	TLR9-MyD88 inh	COUP-TFII inh	TROY signal inh	TRAIL sens C8	SRC1 inh	NOD2 RIPK2 PPI	SRC3 inh	LMP1 NFkB inh	SRC2 inh	LRH-1 inv ag	Vif inh
O=C1NC(c2cn(-c3ccccc3)nc2-c2cccs2)C(C(=O)c2cccnc2)C(O)(C(F)(F)F)N1 (centres undefined)	-5	10	-10	5	-23	-2	11	-9	-25	0	-1
COC(=O)[C@@]12CCCCN1[C@H](c1ccc(SC3CCCCC3)cc1)[C@@H]1C(=O)N(C)C(=O)[C@@H]12	-6	-3	12	7	2	-5	3	6	-25	-14	4
Cc1cc(Cl)ccc1OCC(=O)OCC(=O)NCCNC(=O)COC(=O)COc1ccc(Cl)cc1C	3	-8	6	1	2	-4	2	-5	-16	-14	5
Nc1ccc(O)cc1C(=O)OCC(=O)C12CC3CC(CC(C3)C1)C2	-17	20	-1	-7	-94	-8	-2	3	11	1	4
CC(=O)Nc1ccc(NC(=O)CSc2nnc(NC(=O)c3ccc(Br)o3)s2)cc1	6	-1	-15	48	5	-9	3	0	2	6	13
CCCc1cc2c(=O)c(-c3nc4ccccc4s3)c(COCC(=O)O)oc2cc1O	-12	4	-5	2	-85	-1	-42	-16	-8	-28	2
O=C1NC[C@@H](c2ccccc2)OC(=O)[C@@H](Cc2ccc(F)cc2)C/C=C\C[C@@H]1CC(=O)N(CCO)Cc1ccccc1	4	-16	12	1	-17	5	-31	-11	3	2	-4
Cc1cc(NC(=O)c2ccccc2F)on1	6	-22	-49	16	-41	-7	-28	-9	-28	-66	-3
COc1ccc(NC(=O)CCS(=O)(=O)c2ccc(Br)s2)cc1	13	2	-9	1	7	-3	5	1	7	13	?
Cc1ccc2[nH]c(C)c(CCNC(=O)c3c(N)no[n+]3[O-])c2c1	1	1	18	-5	-15	-7	20	2	24	2	1
C=CCNC(=O)c1ccc2c3n(nc2c1)-c1ccc(C)cc1CO3	0	-74	-41	48	-106	3	-83	-38	-49	-145	nt
CC(=O)C[C@H](O)CC(=O)[C@@H]1OC(=O)CCCCCCc2ccccc21	-9	1	-21	-14	3	-1	-4	3	-2	14	0
O=C(C1CCCN(S(=O)(=O)c2cccc3nsnc23)C1)N1CCN(c2ccccn2)CC1 (centres undefined)	-6	20	-3	-15	-8	-5	15	3	-8	-1	-12
NC1(N)OC(CN2C(=O)c3ccccc3C2=O)CS1 (centres undefined)	-11	-2	-13	2	-16	5	1	-2	-32	-9	-3
COc1ccc(OC(C)C(=O)NCC2CCCO2)cc1 (centres undefined)	-10	-10	10	-4	-104	-6	-8	-1	-3	-13	-6
O=C(CCCN1C(=O)/C(=C/c2ccccc2Cl)SC1=S)Nc1cccnc1	-12	-4	29	6	-18	4	-5	58*	43	7	-5
NC(=O)c1ccc(NC(=O)CN2CCN(S(=O)(=O)c3ccc4c(c3)OCCO4)CC2)cc1	5	-19	-10	7	15	1	-36	2	7	10	1
COc1ccc(Cc2nn[nH]n2)cc1	-8	12	-1	2	-22	-4	-1	-1	0	-5	16
O=C(NCC(c1cccs1)N1CCOCC1)c1cc2ccccc2o1 (centres undefined)	0	-10	-12	-2	-19	0	21	-18	-11	-31	2
Cc1cccc(CS(=O)(=O)Cc2ccc(C(=O)NCCCN3CCOCC3)o2)c1	-9	15	9	-15	13	-3	-13	-4	-5	7	18
CCS(=O)(=O)c1ccc(OC)c(N=Nc2ccc(O)c3ncccc23)c1	-10	20	-7	11	11	6	2	-7	-45	-6	-23
COc1ccc(NC(=S)N2CCN(c3ccccc3)CC2)c(OC)c1	-4	9	19	0	19	-10	1	2	-36	-10	32
CCOC(=O)N1CCN(C(=O)C2CCN(C(=O)c3ccc(C(C)(C)C)cc3)CC2)CC1	-9	-4	-11	5	-14	1	-14	1	-13	5	-2
Cc1ccc([N+](=O)[O-])cc1S(=O)(=O)Nc1cccc(-c2ccc(N3CCCC3)nn2)c1	1	-23	-39	7	-22	2	-22	-9	-9	-28	5
O=S(=O)(Cc1c(F)cccc1Cl)c1ncn[nH]1	3	-8	16	10	4	-4	-2	-4	-12	-21	1

At a glance, some entries already given.
SMILES	TLR9-MyD88 inh	COUP-TFII inh	TROY signal inh	TRAIL sens C8	SRC1 inh	NOD2 RIPK2 PPI	SRC3 inh	LMP1 NFkB inh	SRC2 inh	LRH-1 inv ag	Vif inh
O=C1NC(c2cn(-c3ccccc3)nc2-c2cccs2)C(C(=O)c2cccnc2)C(O)(C(F)(F)F)N1 (centres undefined)	-5	10	-10	5	-23	-2	11	-9	-25	0	-1
COC(=O)[C@@]12CCCCN1[C@H](c1ccc(SC3CCCCC3)cc1)[C@@H]1C(=O)N(C)C(=O)[C@@H]12	-6	-3	12	7	2	-5	3	6	-25	-14	4
Cc1cc(Cl)ccc1OCC(=O)OCC(=O)NCCNC(=O)COC(=O)COc1ccc(Cl)cc1C	3	-8	6	1	2	-4	2	-5	-16	-14	5
Nc1ccc(O)cc1C(=O)OCC(=O)C12CC3CC(CC(C3)C1)C2	-17	20	-1	-7	-94	-8	-2	3	11	1	4
CC(=O)Nc1ccc(NC(=O)CSc2nnc(NC(=O)c3ccc(Br)o3)s2)cc1	6	-1	-15	48	5	-9	3	0	2	6	13
CCCc1cc2c(=O)c(-c3nc4ccccc4s3)c(COCC(=O)O)oc2cc1O	-12	4	-5	2	-85	-1	-42	-16	-8	-28	2
O=C1NC[C@@H](c2ccccc2)OC(=O)[C@@H](Cc2ccc(F)cc2)C/C=C\C[C@@H]1CC(=O)N(CCO)Cc1ccccc1	4	-16	12	1	-17	5	-31	-11	3	2	-4
Cc1cc(NC(=O)c2ccccc2F)on1	6	-22	-49	16	-41	-7	-28	-9	-28	-66	-3
COc1ccc(NC(=O)CCS(=O)(=O)c2ccc(Br)s2)cc1	13	2	-9	1	7	-3	5	1	7	13	?
Cc1ccc2[nH]c(C)c(CCNC(=O)c3c(N)no[n+]3[O-])c2c1	1	1	18	-5	-15	-7	20	2	24	2	1
C=CCNC(=O)c1ccc2c3n(nc2c1)-c1ccc(C)cc1CO3	0	-74	-41	48	-106	3	-83	-38	-49	-145	nt
CC(=O)C[C@H](O)CC(=O)[C@@H]1OC(=O)CCCCCCc2ccccc21	-9	1	-21	-14	3	-1	-4	3	-2	14	0
O=C(C1CCCN(S(=O)(=O)c2cccc3nsnc23)C1)N1CCN(c2ccccn2)CC1 (centres undefined)	-6	20	-3	-15	-8	-5	15	3	-8	-1	-12
NC1(N)OC(CN2C(=O)c3ccccc3C2=O)CS1 (centres undefined)	-11	-2	-13	2	-16	5	1	-2	-32	-9	-3
COc1ccc(OC(C)C(=O)NCC2CCCO2)cc1 (centres undefined)	-10	-10	10	-4	-104	-6	-8	-1	-3	-13	-6

Additional compounds.
SMILES	TLR9-MyD88 inh	COUP-TFII inh	TROY signal inh	TRAIL sens C8	SRC1 inh	NOD2 RIPK2 PPI	SRC3 inh	LMP1 NFkB inh	SRC2 inh	LRH-1 inv ag	Vif inh
COc1ccc(OCCCn2ccnc2)cc1	6	6	3	-3	-40	2	6	-6	3	-2	4
Cc1cc(C(=O)N2CCN(c3ncccn3)CC2)nn1C	0	-1	-7	-7	3	-10	13	3	-6	21	4
O=C(NNS(=O)(=O)c1ccc([N+](=O)[O-])cc1)c1cnn(-c2ccccc2)c1-n1cccc1	-4	-3	2	2	7	1	7	9	1	0	6
CCOC(=O)Nc1ccc(N2CCOCC2)c(S(=O)(=O)Nc2ccc(Cl)cc2)c1	nt	5	4	26	-4	0	1	nt	-18	8	11
COc1cccc(C(=O)Nc2cnc(NC(=O)c3ccco3)cc2C)c1	-4	-22	-26	11	-23	-9	-21	-7	-43	-17	nt
Cc1ccccc1-n1c(-c2ccco2)n[nH]c1=S	-1	17	7	-5	0	-18	-2	-1	7	2	-1
Cc1c(NS(=O)(=O)c2cc(C(=O)NCc3ccco3)cc(Cl)c2Cl)c(=O)n(-c2ccccc2)n1C	-16	-4	12	-11	-18	-4	-14	0	-14	5	-4
CC(=O)c1ccccc1NC(=O)COC(=O)/C=C/c1cccs1	0	18	-12	-2	9	7	10	-3	0	-2	-5
CCC(CC)C(=O)Nc1cc(C)cc(C)c1	0	20	-7	8	-1	-5	-3	5	2	-6	-1
Cc1ccc(NC(=O)Nc2cccc3ccccc23)cc1	0	-5	35	-2	-6	-8	-22	-9	-31	-20	-5
O=C(COC(=O)c1cccc(Br)c1)NCC1CCCO1 (centres undefined)	-1	-5	-7	-2	-8	-25	-16	-3	-22	16	2
C=CCn1cccc(C(=O)Nc2ccc(C)c(C)c2)c1=O	7	-10	-55	1	-80	-4	-98	-17	-70	-83	-5
CC(C)COC(=O)Cc1c(O)c2ccccc2[nH]c1=O	-5	-28	-3	3	-10	1	11	3	29	-4	-1
COc1ccccc1N1CCN(CC(=O)Nc2sccc2C#N)CC1	0	3	5	2	3	-16	4	5	-11	1	-8
CC(=O)N1CCOc2ccc(S(=O)(=O)NCCc3ccc(C)cc3)cc21	-2	-4	7	-5	11	13	-8	3	7	13	-4
Cc1csc(Nc2ccccc2)[n+]1-c1ccccc1	13	-6	-13	-7	-22	4	-5	12	10	7	-12
O=C(c1ccc(COc2ccccc2Cl)o1)N1CCN(c2ccccc2)CC1	-6	2	11	10	2	1	-34	4	2	-9	-11
Cc1ccc(CNC(=O)CCNS(=O)(=O)c2cccs2)cc1	1	-11	7	6	3	-2	-1	0	-2	-6	3
Nc1ccc(N2C(=O)c3ccccc3C2=O)c(Cl)c1	-14	8	0	-9	-5	-2	-30	9	-5	-10	-5
COc1c(C)cc(C(=O)C2CCCN(S(=O)(=O)c3c(C)noc3C)C2)cc1C (centres undefined)	8	-1	50*	-3	15	2	2	4	6	-10	-13
COc1ccc(N(CC(=O)Nc2ccccc2C(=O)O)S(=O)(=O)c2ccc(C)c([N+](=O)[O-])c2)cc1	-5	-3	11	-4	-9	-10	8	-4	9	6	15
O=C(NCCCN1CCN(c2ccc(F)cc2)CC1)Nc1ccc([N+](=O)[O-])cc1	-1	16	13	6	7	-2	23	11	0	7	-1
O=c1[nH]c(SCc2ccccc2Cl)nc2c1cnn2-c1ccccc1	-1	-4	3	-12	13	-1	-9	-12	-4	10	-3
O=C(OCC(=O)N1CCCc2ccccc21)c1cc(S(=O)(=O)N2CCOCC2)ccc1Cl	-3	1	7	-11	-6	-1	5	6	4	-28	-1
O=C(Nc1cccnc1)c1cc(Cl)ccc1Cl	3	19	3	-12	14	9	-7	3	15	9	4
COC(=O)NNC(=O)C1CCC(C)CC1 (centres undefined)	4	-17	16	9	10	-4	17	0	0	16	0
O=C(CN1C(=O)C2CCCCC2C1=O)Nc1ccccc1N1CCCC1 (centres undefined)	0	-3	3	-10	7	-10	-24	-4	8	6	nt
O=C(O)CSc1nnc(-c2ccccc2)c(-c2ccccc2)n1	5	4	6	1	5	-3	-14	-6	25	0	0
O=C(Nc1ccccc1)/C(=C\c1ccc(F)cc1)NC(=O)c1ccco1	3	3	5	6	0	15	-11	1	6	-20	-1

A few values from above:
O=C(O)CSc1nnc(-c2ccccc2)c(-c2ccccc2)n1 – NOD2 RIPK2 PPI: -3
Cc1c(NS(=O)(=O)c2cc(C(=O)NCc3ccco3)cc(Cl)c2Cl)c(=O)n(-c2ccccc2)n1C – Vif inh: -4
